PfHsp40 rescue: rescue of yeast from PfHsp40 toxicity, primary screen, S. cerevisiae, ATP luminescence; S. cerevisiae expressing PfHsp40, growth rescue; AID 504582, 2011; 340,000 tested, 0.68% active; growth rescue, % at 12.5 µM; in the data active = growth rescue above about 28%, passing the limit was not always enough;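 note: yeast W303a lacking pdr1 and pdr3 grown in galactose medium; growth measured after three days at 30 °C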
TcdB GH inh: TcdB glycohydrolase inhibitors, primary screen, biochemical, single point, plate reader; inhibition, % at 9.99 µM; 350,000 tested, 0.24% active; TcdB glycohydrolase enzymatic assay; in the data active = inhibition above about 10%
Anthrax LF inh2: Bacillus anthracis LF protease inhibitors, primary screen, biochemical, multiplex microsphere, MLPCN library. Lethal factor (Bacillus anthracis), P15917. multiplex microsphere protease cleavage assay. inhibition, % at 10 µM. 360,000 tested, 0.12% active. AID 588501, 2011; note: plate controls were buffer without enzyme for full effect and enzyme alone for no effect
Target sequence (P15917 whole entry, looked up): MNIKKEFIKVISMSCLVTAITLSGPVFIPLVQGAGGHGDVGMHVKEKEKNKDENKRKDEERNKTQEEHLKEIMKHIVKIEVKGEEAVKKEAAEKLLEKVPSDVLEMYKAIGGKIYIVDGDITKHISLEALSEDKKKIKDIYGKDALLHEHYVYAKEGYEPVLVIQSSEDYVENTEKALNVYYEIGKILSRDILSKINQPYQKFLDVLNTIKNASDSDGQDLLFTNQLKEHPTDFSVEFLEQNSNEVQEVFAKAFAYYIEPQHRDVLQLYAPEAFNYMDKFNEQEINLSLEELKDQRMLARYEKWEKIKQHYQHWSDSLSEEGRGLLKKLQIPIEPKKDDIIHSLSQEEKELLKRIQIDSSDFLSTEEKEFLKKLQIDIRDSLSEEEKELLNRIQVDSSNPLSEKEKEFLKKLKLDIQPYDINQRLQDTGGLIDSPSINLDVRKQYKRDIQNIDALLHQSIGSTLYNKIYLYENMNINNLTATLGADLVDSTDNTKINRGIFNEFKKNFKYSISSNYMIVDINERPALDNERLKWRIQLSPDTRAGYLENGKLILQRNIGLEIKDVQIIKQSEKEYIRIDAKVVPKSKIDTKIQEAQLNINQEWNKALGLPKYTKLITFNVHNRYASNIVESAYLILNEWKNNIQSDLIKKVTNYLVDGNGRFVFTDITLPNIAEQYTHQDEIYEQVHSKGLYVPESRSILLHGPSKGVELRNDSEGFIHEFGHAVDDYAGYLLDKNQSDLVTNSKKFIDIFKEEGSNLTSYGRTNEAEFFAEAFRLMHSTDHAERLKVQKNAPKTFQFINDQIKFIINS
BH1578 lux ind: inducers of Vibrio cholerae quorum light production without autoinducers, primary screen, BH1578 luxS cqsA deficient, single point; V. cholerae BH1578 lux reporter, luminescence, 6 h; activation, % at 18.7 µM; 350,000 tested, 0.16% active; AID 588436, 2011; in the data active = activation mostly above about 9.7%, no sharp cut-off; note: not every result past the cut was called active; inactives centre near 0; reference of the scale not given here
Yp Topo-I inh: Yersinia pestis topoisomerase I inhibitors, primary screen, biochemical, cleavage product accumulation, plate reader, single point; DNA topoisomerase I (Yersinia pestis CO92); Y. pestis Topo-I cleavage product accumulation; activity, % at 10 µM; 360,000 tested, 0.064% active; in the data active = activity above about 50%, passing the limit was not always enough; note: inactives centre near 2
BoNT A protease: BoNT/A light chain protease inhibitors, primary screen, biochemical, flow cytometry, MLPCN library | Botulinum neurotoxin type A light chain protease (Clostridium botulinum A str. ATCC 3502) | multiplex microsphere protease substrate cleavage | inhibition, % at 10 µM | 360,000 tested, 0.17% active; note: plate controls were buffer without enzyme for full effect and enzyme alone for no effect
PrPC TRFRET: inhibitors of human cell surface prion protein PrPC, primary screen, cell-based, TR-FRET | 370,000 tested, 0.43% active | inhibition, % at 13.8 µM | Major prion protein (Homo sapiens), P04156 | TR-FRET read-out; in the data active = inhibition above about 24%; note: 0% = median of the test wells and 100% = reference compound wells
SSB-PriA inh: inhibitors of Klebsiella pneumoniae PriA binding to SSB C-terminal tail, primary screen, biochemical, AlphaScreen; PriA–SSB C-terminal tail interaction (Klebsiella pneumoniae); AlphaScreen SSBct-PriA binding, biotinylated peptide; inhibition, % at 33 µM; 430,000 tested, 0.6% active; in the data active = inhibition mostly above about 37%, no sharp cut-off; inactive = mostly below about 20%;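 note: plate controls were negative control peptide for no effect and reference peptide for full effect; strong numbers were not always called active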
SARS 3CLpro inh: SARS-CoV 3CLpro protease inhibitors, primary screen, biochemical, quenched FRET | Replicase polyprotein 1ab (Severe acute respiratory syndrome coronavirus), P0C6X7 | recombinant SARS-CoV 3CLpro, quenched FRET peptide cleavage | inhibition, % at 6 µM | 290,000 tested, 0.14% active | AID 1706, 2009; in the data active = inhibition above about 12%
* marks the source's active call; other numbers are inactive results; i = inactive; . = no result given. Cut-off read from the data, not from the text of the source, unless noted: active = inhibition above about 30%; inconclusive = no clear call, values can overlap the other calls; inactive = below that.

Start of the data: the first three records as a preview:
| mol | PfHsp40 rescue | TcdB GH inh | Anthrax LF inh2 | BH1578 lux ind | Yp Topo-I inh | BoNT A protease | PrPC TRFRET | SSB-PriA inh | SARS 3CLpro inh |
| --- | --- | --- | --- | --- | --- | --- | --- | --- | --- |
| Cc1ccccc1S(=O)(=O)N1CC(C(=O)O)=CC[C@H]1c1ccc(Cl)cc1 | -0.8 | 1.1 | -13.0 | i | 8.8 | -0.5 | -3.3 | -10.9 | . |
| O=C(CSc1nnc(-c2ccccc2)o1)N1CCCCC1 | 0.0 | 0.6 | -1.4 | -0.3 | -0.7 | -0.8 | -1.4 | -2.8 | -5.7 |
| CC(=O)Cc1nsc(NC(=O)c2csc3c2CCCC3)n1 | 2.3 | . | 3.2 | -0.5 | 8.2 | 1.7 | 7.3 | -12.4 | 0.7 |

The whole of this part, previewed entries included:
| mol | PfHsp40 rescue | TcdB GH inh | Anthrax LF inh2 | BH1578 lux ind | Yp Topo-I inh | BoNT A protease | PrPC TRFRET | SSB-PriA inh | SARS 3CLpro inh |
| --- | --- | --- | --- | --- | --- | --- | --- | --- | --- |
| Cc1ccccc1S(=O)(=O)N1CC(C(=O)O)=CC[C@H]1c1ccc(Cl)cc1 | -0.8 | 1.1 | -13.0 | i | 8.8 | -0.5 | -3.3 | -10.9 | . |
| O=C(CSc1nnc(-c2ccccc2)o1)N1CCCCC1 | 0.0 | 0.6 | -1.4 | -0.3 | -0.7 | -0.8 | -1.4 | -2.8 | -5.7 |
| CC(=O)Cc1nsc(NC(=O)c2csc3c2CCCC3)n1 | 2.3 | . | 3.2 | -0.5 | 8.2 | 1.7 | 7.3 | -12.4 | 0.7 |
| Cc1ccc(NC(=O)COc2ccccc2C(=O)Nc2ccccc2)cc1Cl | -0.6 | . | -1.4 | i | -2.0 | -0.5 | -2.7 | -15.1 | -4.5 |
| COCCn1c(C)cc(/C=C2/SC(=O)N(CC(=O)N3CCCC3)C2=O)c1C | 0.1 | 1.4 | -0.1 | -0.8 | 6.6 | 0.5 | -20.4 | -3.2 | -2.3 |
| COc1ccc(N2CC(C(=O)Nc3ccccc3C(=O)NCc3ccco3)CC2=O)cc1 (stereo unspecified) | -1.1 | . | 3.7 | -0.3 | 6.0 | -0.6 | -9.6 | -12.6 | 0.2 |
| CCN(CC(=O)Nc1ccc(NC(C)=O)cc1)C(=O)c1cc2c(s1)CCCC2 | 1.3 | 2.6 | . | i | 4.5 | . | 2.5 | -9.8 | . |
| CCc1nnc(NC(=O)C(=O)NCCOC(=O)c2ccccc2)s1 | -0.5 | 1.2 | -2.6 | i | -4.6 | -0.2 | -2.6 | -5.6 | -4.6 |
| COc1cc(C)ccc1Oc1ncnc(N)c1[N+](=O)[O-] | 0.7 | 0.0 | 4.6 | i | 6.6 | -1.0 | -7.4 | -7.5 | -3.9 |
| CCN(CC)C1CCS(=O)(=O)C1 (stereo unspecified) | -1.1 | 3.8 | 5.7 | i | 1.1 | -0.9 | -4.1 | -2.4 | -2.3 |

The list goes on.
| mol | PfHsp40 rescue | TcdB GH inh | Anthrax LF inh2 | BH1578 lux ind | Yp Topo-I inh | BoNT A protease | PrPC TRFRET | SSB-PriA inh | SARS 3CLpro inh |
| --- | --- | --- | --- | --- | --- | --- | --- | --- | --- |
| Cc1nn(C)cc1S(=O)(=O)N1CCN(c2ccccc2)CC1 | 0.5 | 0.6 | -4.0 | 0.5 | 2.6 | 0.7 | -3.5 | -12.5 | -2.5 |
| COc1ccc2[nH]c3c(c2c1)CCN1C(=O)C(CC(=O)NCC24CC5CC(CC(C5)C2)C4)C[C@H](C(=O)N2CCOCC2)[C@@]31CCC1CCCC1 (stereo partly specified) | 1.4 | 1.7 | -0.6 | -0.7 | 34.9 | -0.4 | -0.4 | 1.4 | . |
| CCCCc1nnc(NC(=O)CCS(=O)(=O)Cc2ccccc2)s1 | -1.2 | 0.6 | 2.0 | -0.2 | -1.3 | -2.0 | -3.0 | -13.8 | 2.6 |
| O=C(CNC(=O)c1ccc2c(c1)OCO2)N/N=C(Br)/C=C/c1ccccc1 | 1.3 | . | -0.2 | i | -1.7 | -0.9 | -2.3 | . | 3.9 |
| CC(=O)Nc1ccc(NC(=O)CSc2ccc(-c3ccco3)nn2)cc1 | -0.4 | -0.3 | 1.8 | -5.2 | 0.4 | -0.2 | -11.6 | -19.0 | -3.1 |
| CC(=O)Nc1cccc(-c2csc(N)n2)c1 | -0.5 | 3.5 | -3.8 | 3.4 | 7.4 | -2.1 | 6.6 | -0.7 | -0.6 |
| CC1CC(C)(C)CC2(C1)NC(=O)N(CC(=O)N(Cc1ccccc1)c1ccccc1)C2=O (stereo unspecified) | 0.7 | 1.2 | -1.6 | -1.4 | 40.2 | 2.1 | 4.3 | 8.7 | . |
| CCc1ccc(OCC(=O)N(Cc2cccs2)C2CCS(=O)(=O)C2)cc1 (stereo unspecified) | 1.1 | 1.5 | -3.2 | -0.2 | 32.8 | 0.2 | -5.5 | -5.7 | -4.1 |
| COc1cc(C(=O)CSc2nncn2C)cc(OC)c1OC | -0.4 | . | -1.4 | i | -0.2 | -0.5 | -1.8 | -8.2 | 9.8 |
| CC(C)NC(=O)C1CCN(C2CCN(C(=O)c3ccc4cccc(F)c4n3)CC2)CC1 | -0.7 | -1.0 | -7.6 | -0.4 | 2.7 | 0.6 | 4.2 | -2.6 | -2.7 |

(listing goes on)
| mol | PfHsp40 rescue | TcdB GH inh | Anthrax LF inh2 | BH1578 lux ind | Yp Topo-I inh | BoNT A protease | PrPC TRFRET | SSB-PriA inh | SARS 3CLpro inh |
| --- | --- | --- | --- | --- | --- | --- | --- | --- | --- |
| Cc1cccc(C(=O)NNC(=O)c2ccco2)c1O | -1.9 | 0.6 | 0.3 | 14.2 | 6.0 | 2.4 | -2.5 | 7.2 | 0.6 |
| NC(=O)c1ccc(NC(=O)COC(=O)CCCOc2ccccc2)cc1 | . | 1.6 | 6.0 | -0.7 | -2.9 | -2.3 | 6.5 | 10.7 | . |
| Cc1ccc2oc(Nc3nc(C)c(C)c(C)n3)nc2c1 | 0.6 | 2.2 | -0.5 | -0.3 | 2.0 | -0.8 | -5.3 | -16.8 | -3.4 |
| CC1CCN(CCCNC(=O)c2ccc3c(Cl)c4c(nc3c2)CCCC4)CC1 | 0.0 | 1.9 | -5.0 | -0.4 | 15.6 | -0.5 | -19.0 | 0.2 | 3.7 |
| C[N+]1=C(/C=C/Nc2ccccc2)C(C)(C)c2ccccc21 | -0.3 | . | 2.3 | 3.4 | 6.4 | 0.5 | 15.7 | -5.3 | 1.8 |
| Cc1ccccc1NS(=O)(=O)c1cc(C(=O)NCCSC2CCCCC2)ccc1C | 2.7 | 0.5 | -7.0 | i | -1.9 | -2.7 | 15.6 | -6.9 | 5.1 |
| CC(C)(C)S(=O)c1cccs1 (stereo unspecified) | -0.5 | 1.2 | 0.2 | i | 2.7 | 0.1 | 7.7 | 2.1 | -4.2 |
| CC(Sc1nnc(N)s1)C(=O)Nc1ccc2c(c1)OCCO2 (stereo unspecified) | -1.7 | -0.6 | -2.1 | 3.9 | -6.7 | -0.7 | -4.8 | -10.9 | -3.6 |
| O=C(Nc1ccc(F)cc1F)C1CCCN(c2ncnc3c2nc2n3CCCCC2)C1 (stereo unspecified) | -0.6 | 0.2 | -0.8 | -0.2 | 18.0 | -1.4 | . | 1.4 | -5.0 |
| CCCCn1c(N)c(N(Cc2ccccc2OC)C(=O)COc2ccc(F)cc2Cl)c(=O)[nH]c1=O | 1.4 | 0.5 | -0.7 | -7.7 | -1.0 | -1.5 | -4.9 | -16.8 | 6.2 |

(more compounds)
Values run as follows: PfHsp40 rescue, TcdB GH inh, Anthrax LF inh2, BH1578 lux ind, Yp Topo-I inh, BoNT A protease, PrPC TRFRET, SSB-PriA inh, SARS 3CLpro inh
O=C(c1c(F)cccc1F)N1CCN(S(=O)(=O)c2ccc3c(c2)OCCO3)CC1
  1.3, -0.8, -0.6, -0.3, -9.1, -0.1, 4.8, -2.5, .
O=C(CN1C(=O)CCC1=O)Nc1nc(-c2ccc(Oc3ccccc3)cc2)cs1
  -0.1, -0.3, -0.3, i, 31.4, 0.2, 11.7, 9.5, 2.4
CC(C)(C)NC(=O)C(c1ccco1)N(C(=O)Cn1nnc(-c2ccc(F)cc2)n1)c1ccccc1F (stereo unspecified)
  0.1, ., -2.6, i, 12.8, -0.6, 2.1, 19.9, 4.0
CCN(CC)CC(O)CCCCCCCCC(=O)OC (stereo unspecified)
  ., 0.4, 2.0, i, 3.9, -0.7, -0.8, -5.5, 3.1
CCCSc1ccc2nc(-c3ccccc3)cn2c1
  0.2, ., 0.0, -0.1, 15.1, 0.1, 3.1, -30.4, -3.7
CCCCCCC(=O)N(O)C1CC(=O)N(c2ccc(F)cc2)C1=O (stereo unspecified)
  -0.2, 2.4, 5.4, -1.1, -4.1, 1.0, 3.4, -2.5, 1.1
COc1ccc(N2CCN(C(=O)C3CCN(S(=O)(=O)c4ccc(F)cc4)CC3)CC2)cc1
  3.5, 1.0, -0.4, 0.0, 13.8, -0.3, 8.0, 8.7, -1.5
COc1cccc(-c2nc(CS(=O)(=O)CC(=O)N3CCN(C)CC3)c(C)o2)c1
  0.9, 0.6, -3.2, -0.1, -2.4, -0.2, -2.7, 5.4, -1.9
CCOC(=O)N1CCC(NC(=O)CCc2cn(C)c3ccccc23)CC1
  0.3, ., 0.9, -0.2, 6.5, 1.9, -4.5, 1.2, -0.2
CC1(c2nnc(-c3ccc(F)cc3)o2)CC(c2ccc(Cl)cc2)=NO1 (stereo unspecified)
  -0.1, ., -4.1, i, 27.8, -0.7, -1.8, -3.6, .

Remaining list, next part.
Values run as follows: PfHsp40 rescue, TcdB GH inh, Anthrax LF inh2, BH1578 lux ind, Yp Topo-I inh, BoNT A protease, PrPC TRFRET, SSB-PriA inh, SARS 3CLpro inh
C/C=C/c1ccc(OCCCN2C(=O)NC(C)(C)C2=O)c(OC)c1
  0.0, ., -3.0, -1.7, 20.8, 1.3, -1.6, -5.7, 2.1
Cc1ccsc1/C=N/N1CCN(C2c3ccccc3-c3ccccc32)CC1
  1.0, ., -7.5, -0.3, -14.3, -1.3, -1.4, ., 0.2
O=C(NCC1CCCO1)c1cccc(S(=O)(=O)Nc2cccc(C(F)(F)F)c2)c1 (stereo unspecified)
  -0.6, 1.1, -4.6, 3.2, 2.8, -0.1, 7.9, 1.1, .
CC(C)CNC(=O)/C(C#N)=C1\N=C(NC(=O)c2ccco2)c2ccccc21
  -0.9, 1.1, 3.1, 3.1, 0.1, 3.8, -21.6, -4.7, 3.6
COc1ccc(-c2nnn(CC(=O)N(C3CCCCC3)C(C)C(=O)NC3CCCC3)n2)cc1OC (stereo unspecified)
  -1.4, ., -3.3, 2.2, 5.6, -0.2, 2.6, -12.7, -1.5
COC(=O)c1cc(S(=O)(=O)NCc2ccc(F)cc2)cn1C
  -0.2, -0.5, 1.4, i, -1.9, 0.4, 4.5, -5.4, -2.9
CC(C)(C)OC(=O)NCCCC[C@@H](C(=O)N1CCN(C(=O)OC(C)(C)C)CC1)n1cc(C(CO)NC(=O)OC(C)(C)C)nn1 (stereo partly specified)
  -2.3, 0.2, -3.9, -0.5, 11.4, -0.2, 1.4, -7.5, -1.7
CC(=O)Nc1ccc(OCc2ccc(S(=O)(=O)Cc3ccccc3)cc2)cc1
  0.5, 1.3, -7.4, -0.6, 4.2, -1.5, -3.1, 4.4, -1.0
CCC(=O)Nc1ccc(S(=O)(=O)NCc2ccco2)cc1
  -0.5, 1.5, -4.2, -0.8, 4.2, 0.4, 8.1, -7.5, 1.9
CSc1ncccc1C(=O)Nc1cccc(S(=O)(=O)N2CCCCCC2)c1
  0.2, 1.1, 2.2, i, 20.7, 0.4, 1.1, -2.8, .

Not all compounds are listed; rates above refer to the full screens.
